LMP1 NFkB inh: reduces LMP1-driven NF-kappaB luciferase signal. LMP1-induced NF-kappaB luciferase reporter cells, luminescence. inhibition, % at 12.5 µM. 0.69% of 350,000 active; in the data active means inhibition above about 41%;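 further: 0% = neutral control wells and 100% = reference inhibitor control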
COUP-TFII inh: blocks human COUP-TFII nuclear receptor | HEK293T NGFI-A luciferase reporter, luminescence | 0.7% of 370,000 active | inhibition, % at 8.6 µM | AID 686940;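 active means inhibition above a per-plate cutoff, mean inhibition of test wells between control levels plus 3 SD, cut at about 38% in these data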;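 further: cells cotransfected with COUP-TFII expression vector driving the NGFI-A reporter; 0% = median of COUP-TF2 test wells and 100% = reporter-only cells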
Target sequence (P24468 whole entry, looked up): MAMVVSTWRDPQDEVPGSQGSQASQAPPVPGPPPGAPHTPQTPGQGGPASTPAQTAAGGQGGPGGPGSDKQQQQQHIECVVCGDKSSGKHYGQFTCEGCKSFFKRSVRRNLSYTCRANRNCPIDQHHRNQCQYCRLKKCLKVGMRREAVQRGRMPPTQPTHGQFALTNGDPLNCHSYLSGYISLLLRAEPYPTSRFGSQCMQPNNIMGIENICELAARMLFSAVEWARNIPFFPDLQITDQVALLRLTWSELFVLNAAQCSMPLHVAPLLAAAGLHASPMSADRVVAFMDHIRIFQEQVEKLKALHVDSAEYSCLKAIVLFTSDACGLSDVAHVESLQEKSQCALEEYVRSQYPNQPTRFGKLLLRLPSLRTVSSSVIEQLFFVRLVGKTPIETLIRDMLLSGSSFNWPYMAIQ
SRC3 inh: inhibits human SRC3 coactivator. Q9Y6Q9. HEK293 GAL4-SRC3 luciferase reporter, luminescence. inhibition, % at 3.6 µM. 0.17% of 360,000 active. AID 588352;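 active means inhibition above a per-campaign cutoff, the mean of all compounds plus 3 SD, cut at about 60% in these data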;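 further: 0% = DMSO-treated cells and 100% = gossypol-treated cells at 36 µM; higher means less SRC3-driven luciferase light from the GAL4 reporter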
LRH-1 inv ag: NR5A2 inverse agonism in reporter assay; O00482; HEK293T StAR-luciferase reporter, LRH-1 transfected, 24 h; inhibition, % at 3.6 µM; 0.13% of 360,000 active;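 active means inhibition above the mean inhibition of all tested compounds plus 3 SD, cut at about 73% in these data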;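 further: 0% = DMSO wells and 100% = reporter-only cells lacking LRH-1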
Target sequence (O00482 whole entry, looked up): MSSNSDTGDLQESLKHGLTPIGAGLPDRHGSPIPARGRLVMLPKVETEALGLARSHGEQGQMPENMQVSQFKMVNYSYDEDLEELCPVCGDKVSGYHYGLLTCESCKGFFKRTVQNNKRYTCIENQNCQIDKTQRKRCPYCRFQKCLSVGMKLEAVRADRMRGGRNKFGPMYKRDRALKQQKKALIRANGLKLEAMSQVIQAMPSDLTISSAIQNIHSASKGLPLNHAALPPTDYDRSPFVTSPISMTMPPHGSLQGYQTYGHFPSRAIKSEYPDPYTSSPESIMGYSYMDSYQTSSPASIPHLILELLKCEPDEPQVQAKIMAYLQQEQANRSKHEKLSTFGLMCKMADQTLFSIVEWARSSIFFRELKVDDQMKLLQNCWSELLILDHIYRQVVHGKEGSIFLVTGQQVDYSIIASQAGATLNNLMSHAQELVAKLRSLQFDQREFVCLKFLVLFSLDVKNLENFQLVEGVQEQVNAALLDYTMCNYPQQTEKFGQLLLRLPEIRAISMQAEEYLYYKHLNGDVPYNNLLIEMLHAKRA
NCOA1 inh: human NCOA1 inhibition. Q15788. HEK293 GAL4-SRC1 luciferase reporter, luminescence. inhibition, % at 3.6 µM. 0.12% of 360,000 active;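 active means inhibition above the campaign mean plus 3 SD, with each screening campaign given its own cutoff, cut at about 60% in these data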;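 further: 0% = DMSO treated cells and 100% = gossypol at 36 µM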
NCOA2 inhibitor: human SRC2 (NCOA2) inhibition; Q15596; HEK293 GAL4-SRC2 luciferase reporter, luminescence; inhibition, % at 9 µM; 0.17% of 370,000 active;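 active means inhibition above the mean inhibition of all tested compounds plus 3 SD, set per campaign, cut at about 52% in these data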;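 further: 0% = DMSO treated cells and 100% = cells given Gossypol at 36 µM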
CF NFkB block: inhibitors of cystic fibrosis induced NF-kB | inhibition, % at 5 µM | KKLEB NF-kB-GFP reporter, PAF-induced, GFP fluorescence overnight | AID 588850 | 0.86% of 360,000 active;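 active means at least 50% inhibition at 5 µM, scaled per plate between neutral and stimulator controls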;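 further: PAF is a Pseudomonas aeruginosa culture filtrate used as stimulus; plate controls were PAF-stimulated DMSO wells for no effect and unstimulated DMSO wells for full effect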
TROY signal inh: TROY signaling inhibition. Q293 LMP1-TROYcd NF-kB luciferase reporter, 4 h. inhibition, % at 10 µM. 0.98% of 360,000 active;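 active means compounds whose plate-normalised and pattern-corrected inhibition of the luciferase reporter signal at the single screening dose is 50% or more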
KKLEB tox: CF airway cell cytotoxicity counter-screen; KKLEB CF airway cells viability, ATPlite luminescence, overnight; hits give low values; cells stimulated with P. aeruginosa culture filtrate; 0.36% of 360,000 active; activity change (cytotoxicity), % at 5 µM;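 active means corrected activity change at or below -50% at 5 µM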
C8 TRAIL sens: caspase-8 TRAIL sensitization; NB7+C8 cells + TRAIL, ATPlite viability luminescence; inhibition (viability loss, TRAIL sensitization), % at 10 µM; 1% of 360,000 active;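 active means compounds causing at least 50% loss of cell viability in the single-dose screen, relative to plate controls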
TWEAK-Fn14 inh: blocks TWEAK-Fn14 interaction in a reporter cell assay | TWEAK-stimulated Fn14 reporter cells, luciferase luminescence, 8 h | inhibition, % at 10 µM | 2% of 360,000 active; in the data active means inhibition above about 50%
An asterisk follows results filed as active.

For O=C(CN1CCCC1)N1c2ccccc2Sc2ccccc21 the results were LMP1 NFkB inh 5, COUP-TFII inh 1, SRC3 inh -4, LRH-1 inv ag -2, NCOA1 inh -3, NCOA2 inhibitor -1, CF NFkB block 1, TROY signal inh 1, KKLEB tox 2, C8 TRAIL sens -24 and TWEAK-Fn14 inh 1.
For CCC(C)(C)NC(=O)C(c1ccncc1)N(C(=O)c1sc(C)nc1C)c1ccc(F)cc1 (stereo not drawn) the results were LMP1 NFkB inh -3, COUP-TFII inh -1, SRC3 inh 11, LRH-1 inv ag 1, NCOA1 inh -20, NCOA2 inhibitor -24, CF NFkB block 22, TROY signal inh 9, KKLEB tox 5, C8 TRAIL sens 1 and TWEAK-Fn14 inh 5.
Screening C(COC1CC2CC1C1C2CC2OC21)OC1CC2CC1C1C2CC2OC21 (stereo not drawn) returned LMP1 NFkB inh -5, COUP-TFII inh 9, SRC3 inh -23, LRH-1 inv ag -6, NCOA1 inh -14, NCOA2 inhibitor -18, CF NFkB block -9, TROY signal inh 3, KKLEB tox 5, C8 TRAIL sens -1 and TWEAK-Fn14 inh -25.
Screening COc1cc(NC(=O)N[C@@H](Cc2ccccc2)C(=O)O)cc(OC)c1 returned LMP1 NFkB inh -3, COUP-TFII inh 5, SRC3 inh 10, LRH-1 inv ag 14, NCOA1 inh -18, NCOA2 inhibitor 1, CF NFkB block 5, TROY signal inh -8, KKLEB tox 15, C8 TRAIL sens -3 and TWEAK-Fn14 inh -10.
`Cc1ccc(NC(C)C(=O)N/N=C/c2ccc([N+](=O)[O-])s2)cc1` (stereo not drawn) gave LMP1 NFkB inh 1, COUP-TFII inh 4, SRC3 inh 11, LRH-1 inv ag 33, NCOA1 inh -29, NCOA2 inhibitor -20, CF NFkB block -36, TROY signal inh -27, KKLEB tox 4, C8 TRAIL sens 12 and TWEAK-Fn14 inh 7.
For O=C(CCCCCCCC(=O)N1CCCC1)N1CCCC1 the results were LMP1 NFkB inh 0, COUP-TFII inh -11, SRC3 inh -11, LRH-1 inv ag -16, NCOA1 inh -29, NCOA2 inhibitor 17, CF NFkB block -2, TROY signal inh -1, KKLEB tox -4, C8 TRAIL sens 10 and TWEAK-Fn14 inh -4.
Cc1cc(C(=O)Nc2cccc3c2O[C@@H](CN(C)S(=O)(=O)c2ccccc2)[C@H](C)CN([C@@H](C)CO)C3=O)n(C)n1 was read as LMP1 NFkB inh 1, COUP-TFII inh 6, SRC3 inh 7, LRH-1 inv ag -23, NCOA1 inh -2, NCOA2 inhibitor -11, CF NFkB block -2, TROY signal inh 3, KKLEB tox 3, C8 TRAIL sens -31 and TWEAK-Fn14 inh -4.
CC1Cc2ccccc2N1c1ncnc2nc[nH]c12 (stereo not drawn) was read as LMP1 NFkB inh 1, SRC3 inh 7, LRH-1 inv ag -3, NCOA1 inh 8, CF NFkB block 65*, TROY signal inh 30, KKLEB tox 1, C8 TRAIL sens 9 and TWEAK-Fn14 inh 60*.
Screening Cc1ccc(-c2nn(-c3ccccc3)cc2NC(=O)CCl)cc1 returned LMP1 NFkB inh -11, COUP-TFII inh -18, SRC3 inh -6, LRH-1 inv ag -45, NCOA1 inh -28, NCOA2 inhibitor 22, CF NFkB block 25, TROY signal inh -41, KKLEB tox -34, C8 TRAIL sens 56* and TWEAK-Fn14 inh -5.
`S=C(NCc1ccccc1)NCc1ccc(Cl)cc1` gave LMP1 NFkB inh 4, COUP-TFII inh -4, SRC3 inh -6, LRH-1 inv ag 1, NCOA1 inh 0, NCOA2 inhibitor -19, CF NFkB block -32, TROY signal inh -14, KKLEB tox 11, C8 TRAIL sens -9 and TWEAK-Fn14 inh 15.
Screening Cc1ccc(S(=O)(=O)N2CCC(C(=O)N3CCC[C@H]3C(=O)NCc3ccco3)CC2)cc1 returned LMP1 NFkB inh -6, COUP-TFII inh -2, SRC3 inh -14, LRH-1 inv ag -20, NCOA1 inh 9, NCOA2 inhibitor -1, CF NFkB block 17, TROY signal inh -12, KKLEB tox 4, C8 TRAIL sens 2 and TWEAK-Fn14 inh 9.
For CC(=O)c1cccc(NC(=O)/C(=C\c2cccnc2)NC(=O)c2ccccc2)c1 the results were LMP1 NFkB inh -3, COUP-TFII inh 15, SRC3 inh 12, LRH-1 inv ag -1, NCOA1 inh -6, NCOA2 inhibitor -27, CF NFkB block 19, TROY signal inh 6, KKLEB tox -5, C8 TRAIL sens -8 and TWEAK-Fn14 inh 13.
For CCOc1cc(N2CCOCC2)c(OCC)cc1NC(=O)[C@H](C)NC(=O)c1ccco1 the results were LMP1 NFkB inh -2, COUP-TFII inh -5, SRC3 inh 14, LRH-1 inv ag -2, NCOA1 inh 18, NCOA2 inhibitor 9, CF NFkB block 14, TROY signal inh -19, KKLEB tox -19, C8 TRAIL sens -3 and TWEAK-Fn14 inh -13.
N#CCCCCn1ccc(NC(=O)c2ccc(Cl)cc2O)n1 was read as LMP1 NFkB inh -6, COUP-TFII inh -12, SRC3 inh -5, LRH-1 inv ag -19, NCOA1 inh -23, NCOA2 inhibitor -45, CF NFkB block -3, TROY signal inh -30, KKLEB tox 3, C8 TRAIL sens 4 and TWEAK-Fn14 inh -2.
Screening CC(=O)N1N=C(c2ccco2)CC1c1ccco1 (stereo not drawn) returned LMP1 NFkB inh 4, COUP-TFII inh 6, SRC3 inh 6, LRH-1 inv ag 1, NCOA1 inh 3, NCOA2 inhibitor -23, CF NFkB block -2, TROY signal inh 12, KKLEB tox 1, C8 TRAIL sens -3 and TWEAK-Fn14 inh -1.
Screening CC(C)[C@H](NC(=O)c1ccccc1)C(=O)OCC(=O)Nc1ncc(Cl)cc1Cl returned LMP1 NFkB inh 6, COUP-TFII inh -7, SRC3 inh -17, LRH-1 inv ag -5, NCOA1 inh 6, NCOA2 inhibitor -45, CF NFkB block -2, TROY signal inh 1, KKLEB tox 4, C8 TRAIL sens -11 and TWEAK-Fn14 inh 6.
`O=C(c1ccccc1)c1ccc(OCC(O)CN2CCN(Cc3ccccc3)CC2)cc1` (stereo not drawn) gave LMP1 NFkB inh -7, COUP-TFII inh 16, SRC3 inh 6, LRH-1 inv ag 4, NCOA1 inh -5, NCOA2 inhibitor -4, CF NFkB block 8, TROY signal inh -10, KKLEB tox 19, C8 TRAIL sens -7 and TWEAK-Fn14 inh 16.
`COc1ccc(NC(C)=O)cc1NC(=O)C1CCCN1C(=O)c1cccs1` (stereo not drawn) gave LMP1 NFkB inh -1, COUP-TFII inh -10, SRC3 inh 5, LRH-1 inv ag -5, NCOA1 inh -2, NCOA2 inhibitor -2, CF NFkB block 3, TROY signal inh -16, KKLEB tox 5, C8 TRAIL sens 2 and TWEAK-Fn14 inh 0.
`COc1cccc(-c2cc(C(=O)N3C(C)CCCC3C)no2)c1` (stereo not drawn) gave LMP1 NFkB inh -59, COUP-TFII inh -42, SRC3 inh -109, LRH-1 inv ag -122, NCOA1 inh -104, NCOA2 inhibitor -43, CF NFkB block -4, TROY signal inh -45, KKLEB tox -7, C8 TRAIL sens 14 and TWEAK-Fn14 inh -13.
For CCCc1cc(C(=O)N/N=C/c2cccn2C)cs1 the results were LMP1 NFkB inh -2, COUP-TFII inh -4, SRC3 inh -47, LRH-1 inv ag -11, NCOA1 inh -51, NCOA2 inhibitor -35, CF NFkB block 12, TROY signal inh -29, KKLEB tox -13, C8 TRAIL sens 5 and TWEAK-Fn14 inh 1.

2 consecutive records from above, for reference:
`COc1cccc(-c2cc(C(=O)N3C(C)CCCC3C)no2)c1` (stereo not drawn) gave LMP1 NFkB inh -59, COUP-TFII inh -42, SRC3 inh -109, LRH-1 inv ag -122, NCOA1 inh -104, NCOA2 inhibitor -43, CF NFkB block -4, TROY signal inh -45, KKLEB tox -7, C8 TRAIL sens 14 and TWEAK-Fn14 inh -13.
For CCCc1cc(C(=O)N/N=C/c2cccn2C)cs1 the results were LMP1 NFkB inh -2, COUP-TFII inh -4, SRC3 inh -47, LRH-1 inv ag -11, NCOA1 inh -51, NCOA2 inhibitor -35, CF NFkB block 12, TROY signal inh -29, KKLEB tox -13, C8 TRAIL sens 5 and TWEAK-Fn14 inh 1.

Other results follow.
Cc1ccnc(NS(=O)(=O)c2ccc(NC(=O)C3COc4ccccc4O3)cc2)n1 (stereo not drawn) was read as LMP1 NFkB inh 5, COUP-TFII inh -2, SRC3 inh 14, LRH-1 inv ag 5, NCOA1 inh -37, NCOA2 inhibitor -14, CF NFkB block 1, TROY signal inh -18, KKLEB tox 6, C8 TRAIL sens -7 and TWEAK-Fn14 inh 8.
`CCC(CC)C(=O)Nc1nnc(S(=O)(=O)N(CC)c2ccc(OC)cc2)s1` gave LMP1 NFkB inh 4, COUP-TFII inh 7, SRC3 inh 3, LRH-1 inv ag 1, NCOA1 inh 16, NCOA2 inhibitor 8, CF NFkB block 10, TROY signal inh 8, KKLEB tox 6, C8 TRAIL sens 2 and TWEAK-Fn14 inh 23.
For CCOc1cc(N2CCOCC2)c(OCC)cc1NC(=O)CCC1CCCC1 the results were LMP1 NFkB inh 5, COUP-TFII inh 6, SRC3 inh 14, LRH-1 inv ag -1, NCOA1 inh -1, NCOA2 inhibitor -16, CF NFkB block 19, TROY signal inh 5, KKLEB tox 3, C8 TRAIL sens -3 and TWEAK-Fn14 inh -5.
`Cc1cccc(N2CCN(S(=O)(=O)c3cc(-c4cc(C)no4)ccc3C)CC2C)c1` (stereo not drawn) gave LMP1 NFkB inh 14, COUP-TFII inh 34, SRC3 inh 30, LRH-1 inv ag 14, NCOA1 inh 30, NCOA2 inhibitor 26, CF NFkB block 45, TROY signal inh 25, KKLEB tox -20, C8 TRAIL sens 24 and TWEAK-Fn14 inh 27.
Screening O=S(=O)(Nc1cc(C(F)(F)F)ccc1N1CCOCC1)c1ccc2ccccc2c1 returned LMP1 NFkB inh 0, COUP-TFII inh 10, SRC3 inh 25, LRH-1 inv ag 14, NCOA1 inh 5, NCOA2 inhibitor 6, CF NFkB block 23, TROY signal inh 16, KKLEB tox -4, C8 TRAIL sens 28 and TWEAK-Fn14 inh 10.
COc1ccc(-c2cn3cccnc3n2)cc1NC(=O)c1ccc(Br)o1 was read as LMP1 NFkB inh -2, COUP-TFII inh -2, SRC3 inh -7, LRH-1 inv ag -1, NCOA1 inh -10, NCOA2 inhibitor -15, CF NFkB block -48, TROY signal inh -2, KKLEB tox 14, C8 TRAIL sens 4 and TWEAK-Fn14 inh 3.
For Cc1ccnc(NC(=O)c2ccc3c(c2)C(=O)N(CCC(C)C)C3=O)c1 the results were LMP1 NFkB inh 2, COUP-TFII inh -26, SRC3 inh -19, LRH-1 inv ag -8, NCOA1 inh -10, NCOA2 inhibitor -8, CF NFkB block -15, TROY signal inh -18, KKLEB tox 2, C8 TRAIL sens 18 and TWEAK-Fn14 inh 0.
`Cc1ccc(/C=N\NC(=O)CC(=O)NCCc2ccccc2)cc1` gave LMP1 NFkB inh 7, COUP-TFII inh -7, SRC3 inh -4, LRH-1 inv ag -5, NCOA1 inh 0, NCOA2 inhibitor 28, CF NFkB block -13, TROY signal inh 18, KKLEB tox 5, C8 TRAIL sens -12 and TWEAK-Fn14 inh -6.
COC(=O)c1ccc2c(=O)n(Cc3ccc(C(=O)NC4CCCC4)cc3)c(=S)[nH]c2c1 was read as LMP1 NFkB inh 0, COUP-TFII inh -26, SRC3 inh 20, LRH-1 inv ag 3, NCOA1 inh 0, NCOA2 inhibitor 8, CF NFkB block -15, TROY signal inh -7, KKLEB tox 0, C8 TRAIL sens -13 and TWEAK-Fn14 inh 9.

From PubChem BioAssay
